# GPR7 antagonist: GPR7 receptor antagonists, primary screen, cell-based, fluorescence, single concentration | Neuropeptides B/W receptor type 1 (Homo sapiens), P48145 | GPR7-expressing cells, fluorescence antagonist assay | inhibition, % at 4.4 µM | hit rate 1.1% among 290,000 | AID 1861, 2009; in the data active = inhibition above about 16%, passing the limit was not always enough;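 note: cells stimulated with the agonist NPW; 0% = agonist with vehicle and 100% = vehicle without agonist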
# Target sequence (P48145 whole entry, looked up): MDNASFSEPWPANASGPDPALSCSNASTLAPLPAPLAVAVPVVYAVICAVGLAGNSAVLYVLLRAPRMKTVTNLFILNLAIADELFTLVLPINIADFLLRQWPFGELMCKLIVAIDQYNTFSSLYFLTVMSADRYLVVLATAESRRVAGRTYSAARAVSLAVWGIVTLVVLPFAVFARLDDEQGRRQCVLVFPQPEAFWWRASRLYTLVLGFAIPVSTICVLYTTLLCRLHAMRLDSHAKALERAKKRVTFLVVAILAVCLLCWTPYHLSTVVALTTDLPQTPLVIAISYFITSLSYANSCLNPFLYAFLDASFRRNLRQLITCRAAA
# V1aR counter: agonists of human V1a receptor, primary screen, counter-screen for OXTR agonist project, fluorescence, CHO-V1R cells | AID 2797, 2010 | Fluo-8 calcium fluorescence, agonist mode; 0% DMSO, 100% 3 nM vasopressin | activation, % at 3 µM | hit rate 0.25% among 320,000 | Vasopressin V1a receptor (Homo sapiens), P37288;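 active = activation above the mean activation of all tested compounds plus 3 SD, per screening run, cut at about 20% in these data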;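 note: signal is peak over basal fluorescence ratio across a 100 second FLIPR read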
# OXTR ag: human OXTR agonists, primary screen, fluorescence, CHO-OTR cells, Fluo-8 calcium. Fluo-8 calcium fluorescence; normalized: DMSO 0%, oxytocin 100%. activation, % at 3 µM. hit rate 0.32% among 320,000. AID 2435, 2010;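 active = activation above the mean of all tested compounds plus 3 SD, cutoff set per screening run, cut at about 20% in these data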;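 note: peak over basal fluorescence ratio from a 100 s FLIPR kinetic read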
# PHOSPHO1 block: PubChem AID 1565 | Phosphoethanolamine/phosphocholine phosphatase (Homo sapiens), Q8TCT1 | recombinant PHOSPHO1, absorbance phosphatase assay | inhibition, % at 13.3 µM | hit rate 1.1% among 290,000; in the data active = inhibition above about 60%
# Target sequence (Q8TCT1 whole entry, looked up): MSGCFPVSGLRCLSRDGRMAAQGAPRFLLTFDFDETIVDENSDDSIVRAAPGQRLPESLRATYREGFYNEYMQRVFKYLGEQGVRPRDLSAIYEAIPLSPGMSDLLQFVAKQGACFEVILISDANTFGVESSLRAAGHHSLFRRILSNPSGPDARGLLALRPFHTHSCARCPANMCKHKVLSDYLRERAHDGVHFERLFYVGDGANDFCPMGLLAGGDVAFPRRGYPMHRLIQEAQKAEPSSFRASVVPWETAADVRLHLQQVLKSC
# GalR3 antag: GalR3 antagonists in HEK293 cells, primary screen, cell-based, fluorescence readout. inhibition, % at 3 µM. Galanin receptor type 3 (Homo sapiens), O60755. AID 651719, 2012. hit rate 0.44% among 360,000. HEK293 GalR3-CNG cAMP membrane potential fluorescence; galR3 body fused to GalR1 C-terminus;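 active = inhibition above the screen-wide average plus 3 SD, cut at about 13% in these data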;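 note: forskolin and galanin both at EC90 stimulate the cells; cAMP rise reported by CNG channel membrane potential dye signal; 0% = forskolin plus galanin with DMSO and 100% = forskolin alone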
# Target sequence (O60755 1-299 limits assumed): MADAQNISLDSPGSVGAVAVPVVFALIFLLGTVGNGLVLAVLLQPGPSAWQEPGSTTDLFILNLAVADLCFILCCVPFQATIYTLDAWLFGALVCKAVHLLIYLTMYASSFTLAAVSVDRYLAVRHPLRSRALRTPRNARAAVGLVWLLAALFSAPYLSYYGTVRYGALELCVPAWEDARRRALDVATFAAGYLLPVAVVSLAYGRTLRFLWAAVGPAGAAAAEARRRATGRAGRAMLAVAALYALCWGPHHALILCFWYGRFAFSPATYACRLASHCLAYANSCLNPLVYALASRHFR
# NALP1 inh: NALP1 inflammasome inhibitors in reconstituted yeast, colorimetric, S. cerevisiae, triplicate retest; AID 2071, 2009; S. cerevisiae NALP1/ASC/caspase-1 growth, X-gal OD620, 72 h; inhibition, % at 10 µM; hit rate 0.61% among 280,000; in the data active = inhibition mostly above about 24%, no sharp cut-off; inactive = mostly below about 32%; note: some compounds called inactive have numbers as strong as hits
# MEKK2 WT-MEK5: modulators of MEK5 binding to wildtype MEKK2, primary screen, biochemical, multiplex bead flow cytometry, Alexa488-MEK5; Mitogen-activated protein kinase kinase kinase 2 (Homo sapiens), Q9Y2U5; Alexa488-MEK5 binding to MEKK2 WT; actives lie on both sides; binding response (% of control), % at 10 µM; hit rate 1.1% among 290,000; in the data active = binding response below about 67% or above about 130%
# MEKK2mut PB1 HTS: MEK5 binding signal on mutant MEKK2 PB1, primary screen, biochemical, multiplex bead flow cytometry, Alexa488-MEK5; hit rate 0.35% among 290,000; AID 1530, 2009; Alexa488-MEK5 binding to MEKK2 mutant; percent response, % at 10 µM; in the data active = percent response above about 24%, passing the limit was not always enough; note: inactives centre near 1; some results filed as inactive read as strong as hits; reference of the scale not given here
# MEKK3 PB1 HTS: modulators of MEKK3-MEK5 PB1 binding, primary screen, biochemical, wildtype MEKK3, multiplex bead flow cytometry, Alexa488-MEK5; Mitogen-activated protein kinase kinase kinase 3 (Homo sapiens), Q99759; bead-based flow cytometry, Alexa488-MEK5 binding to MEKK3; actives lie on both sides; 0 = blocked by unlabeled MEK5, 100 = vehicle; binding response (% of control), % at 10 µM; hit rate 1.4% among 290,000;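 active = binding response more than 3 SD above or below the average of its plate-row segment, actives on both sides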;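 note: Alexa488 bead fluorescence after subtracting the streptavidin-only scavenger bead signal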
# Numbers without * were called inactive; · = not tested or not shown.
SMILES,GPR7 antagonist,V1aR counter,OXTR ag,PHOSPHO1 block,GalR3 antag,NALP1 inh,MEKK2 WT-MEK5,MEKK2mut PB1 HTS,MEKK3 PB1 HTS
c1csc(CNc2nc3ccccc3n2CCN2CCOCC2)c1,-6,-0.1,-0.1,12,0,45,100,0,102
CC(C)CNC(=O)c1nc(-c2ccccc2)n(-c2ccccc2)n1,-3,-1.0,-2.1,-4,-2,7,105,3,107
COc1cc(/C=C2\SC(=S)N(CC(=O)NC3=NCCS3)C2=O)cc(OC)c1OC,0,1.1,0.7,-25,-1,10,78,-22,75
CN(Cc1cccc2ccccc12)C(=O)c1cc(COc2c(F)cccc2F)on1,-6,1.4,-0.6,37,-4,12,105,2,104
Cn1c(SCC(=O)c2ccc3c(c2)OCO3)nnc1-c1ccccn1,-15,1.3,-1.3,-89,-3,-10,98,-2,89
O=C(CSc1nc(-c2ccc(F)cc2)cc(C(F)(F)F)n1)NCCN1CCOCC1,-15,-0.2,-1.0,-7,2,11,101,3,95
O=C1c2cccc3cccc(c23)C(=O)N1CCCN1CCN(c2ccc(F)cc2)CC1,-4,-0.4,-2.6,22,-9,-7,100,-1,96
COc1ccc(Nc2oc(-c3cccs3)nc2C#N)cc1,5,-1.6,-1.3,42,-2,-3,101,3,103
CC(=O)c1ccc(OCc2cc(C(=O)NC(C)CCn3cccn3)no2)cc1 (configuration not stated),-1,3.0,1.4,·,2,-8,102,5,105
Cc1cc2cc3c(cc2nc1SCc1ccccn1)OCCO3,7,-0.9,-1.3,-35,-2,34,101,-1,99
Cc1cccc(NC(=O)Cn2c(=O)n(Cc3ccco3)c(=N)c3c4c(sc32)COC(C)(C)C4)c1,-8,0.4,-1.0,25,3,-7,105,1,101
COC(=O)c1ccc(NC(=O)CN2C(=O)CSC2=O)cc1,-6,0.1,0.0,-10,-2,27,106,1,103
Cc1ccc(C(=O)NC2CCN(S(=O)(=O)c3ccc(F)cc3)CC2)cc1,-11,-0.3,-0.8,14,-7,6,113,5,112
CCOc1ccc(N(CC(=O)N/N=C/c2cccnc2)S(C)(=O)=O)cc1,-4,0.4,-0.7,-7,-2,-2,96,-5,97
Cc1cc(C)c(S(=O)(=O)NCc2ccc3c(c2)OCO3)cc1C,-8,0.5,-2.0,19,-6,24,105,11,106
O=C(c1ccc(=O)[nH]c1)N1CCN(S(=O)(=O)c2ccccc2)CC1,7,0.4,-0.3,24,0,3,98,-4,99
CC1(C)CN(c2cccc(Br)c2)C1=O,-1,0.0,-0.5,20,-6,17,72,-15,75
O=C1NC(=O)C2C1C(c1cccs1)NN2Cc1ccccc1 (configuration not stated),-6,-0.3,0.2,11,0,20,100,1,106
COc1cccc(N2C(=O)C3C(C2=O)C2C=CC3C23CC3)c1 (configuration not stated),-11,-0.6,-1.3,29,-1,44,113,19,115
Cc1cccc2cc(C#N)c(SCC(=O)NCc3cccs3)nc12,-1,0.3,-0.3,-9,-9,-38,96,-2,98
O=C1c2ccccc2C(=O)N1CSc1nnnn1-c1ccccc1,-8,4.8,1.8,-14,-2,4,99,0,97
Cc1cccc(C)c1NC(=O)Cn1cnc2c(=O)n(C)c(=O)n(C)c21,6,1.2,1.6,-38,-4,2,93,-1,100
COc1ccccc1N/C(=N/S(=O)(=O)c1ccc(C)cc1)c1ccc(Cl)cc1,-8,-0.1,-1.9,26,-2,8,93,-6,100
Clc1ccc(C[n+]2cc(-c3ccccc3)n3c2CCC3)cc1,-5,1.9,0.6,20,1,-10,104,-4,96
O=C(c1cccs1)N1CCC(c2nc3ccccc3s2)CC1,0,5.2,7.5,-22,·,-1,109,4,108
COCCn1c(SCC(N)=O)nc2c(c1=O)SC(C)C2 (configuration not stated),-3,-0.3,0.5,-17,5,30,101,7,100
Cc1cccc(NCC(=O)N/N=C\c2c[nH]c3ccccc23)c1,14,1.9,6.0,-20,-2,-1,80,-19,81
CC1CC(C)CN(CCCNC(=O)c2csc3c2CCCC3)C1 (configuration not stated),20,-0.1,3.5,3,-3,12,115,4,99
CC(=O)Nc1ccc2c(c1)nc(CCN1CCN(C)CC1)n2C,-8,0.8,0.5,-18,-5,-6,103,5,103
O=C(O)C1C2C=CC(C2)C1C(=O)NCCc1ccccc1 (configuration not stated),-11,0.3,0.3,9,-3,1,94,-7,100
CC(=O)c1ccc(OC(=O)c2ccc(-n3nc(C)cc3C)cc2)cc1,-2,4.5,1.4,28,-2,19,76,-11,89
CCOc1ccc(-n2cnnn2)cc1S(=O)(=O)NCc1ccccc1,-10,-0.1,-0.5,-6,-6,2,102,1,102
O=C(/C=C/c1ccccc1Cl)Nc1cccnc1,-4,-0.4,-0.2,24,-10,5,107,3,106
CC(NC(=O)C(=O)NN=C1CCCCCC1)c1ccccc1 (configuration not stated),4,-1.5,2.7,50,-1,8,107,2,105
COc1ccc(-n2cnc(N)c2C(=O)c2cccc([N+](=O)[O-])c2)cc1,-6,1.8,0.6,11,-6,34,102,0,120
COc1ccc(N2CC(C(=O)Nc3nnc(SCc4cccnc4)s3)CC2=O)cc1 (configuration not stated),-2,1.2,-0.7,18,-5,10,109,7,103
COc1ccc(OC)c(N(CC(=O)Nc2cccc(C(F)(F)F)c2)S(C)(=O)=O)c1,-1,0.6,1.8,26,-4,7,100,-1,118
CC(=O)Nc1ccc(S(=O)(=O)Nc2cccc3[nH]ncc23)cc1,-11,1.5,0.9,32,-10,6,109,-1,111
CC(C)(C)c1csc(N(CCC#N)CCC#N)n1,-1,-0.6,-0.7,25,-2,10,106,5,104
CCOc1ccccc1C(=O)NC1CC2CCCC(C1)N2C1CC1 (configuration not stated),-3,-0.1,-0.5,-1,3,18,103,2,110
COc1ccc(CC(=O)N2CC(C)CC(C)C2)cc1OC (configuration not stated),3,2.8,1.5,10,-4,-8,104,2,102
O=C1CC(C(=O)Nc2ncccn2)C(c2ccccc2)O1 (configuration not stated),-3,0.6,1.6,-7,1,33,109,4,111
CC(=O)c1cccc(NC(=O)N2C3CCC2CC(NC(=O)Nc2ccccc2)C3)c1 (configuration not stated),-3,-0.1,-1.2,13,-3,-26,90,-7,91
CC(C)NS(=O)(=O)c1ccc(OCC(=O)NCCC2=CCCCC2)cc1,-4,0.1,-1.5,2,-7,7,98,-3,98
CCS(=O)(=O)N1CCC(NC(C)=O)(c2ccccc2)CC1,-9,-0.2,-0.4,4,-1,21,99,-1,102
CNC(=S)NC1(C)CCS(=O)(=O)C1 (configuration not stated),-12,0.2,-1.0,36,-5,·,100,1,103
CCOc1ccc(Br)cc1C(=S)N1CCCC1,-12,-0.1,-2.9,8,-7,20,110,5,106
Cc1cccc(-n2ncc3c2CCCC3NC(=O)C2CCOCC2)c1C (configuration not stated),-5,7.0,3.5,32,-1,2,105,7,104
Cc1nnc(-c2cnn(C)c2N)n1Cc1ccccc1,-12,1.6,0.3,17,-2,6,109,5,105
Cc1c(Br)c([N+](=O)[O-])nn1CC(=O)Nc1sc2c(c1C(=O)OC(C)C)CCCC2,9,-0.7,0.3,18,-2,23,95,0,97
COC(=O)c1cc(=O)n(C2CC2)c(=NC2CC2)s1,-1,-0.6,-0.8,15,-6,12,94,-8,87
CC(=O)NC(C)c1nc2ccccc2n1C(C)C (configuration not stated),-13,-1.4,-0.8,-17,·,26,110,11,108
Cn1ccc(C(=O)Oc2ccc(C(=O)Nc3ccc(F)cc3F)cc2)n1,14,2.8,0.2,8,-1,-8,72,-17,71
O=C(NC(=S)NNC(=O)c1ccccc1O)c1cccnc1,-8,0.2,-0.9,-6,-5,-24,111,1,124
CCOc1ccc(Cc2nnc(SCC(=O)c3ccc(OC)cc3)o2)cc1,-9,4.1,4.9,0,-2,-10,88,-4,88
O=C(O)COc1ccccc1/C=N/NC(=O)COc1ccc(-c2ccccc2)cc1,5,-0.2,0.9,43,6,·,91,4,94
CC(Sc1nnc2ccccn12)C(=O)NCc1ccc2c(c1)OCO2 (configuration not stated),2,-0.4,-0.2,-38,-2,7,93,-3,101
CCOC(=O)c1nnn(-c2nonc2N)c1-c1ccc(Cl)cc1,-4,-0.6,-0.5,24,-7,4,92,-1,92
CC(=O)Nc1ccc(S(=O)(=O)Nc2nc3ccccc3nc2Nc2cccc(S(N)(=O)=O)c2)cc1,-22,1.9,-0.6,3,-3,12,95,-7,92
CC(C)(C)NC(=O)CN(C(=O)CCN1CCCc2ccccc21)C(C)(C)C,-8,-1.4,-2.0,11,-6,10,79,5,99
COc1ccc(-n2c(C)c([N+](=O)[O-])c3ccc(O)c(CN4CCCCC4)c32)cc1,9,-1.5,-3.3,16,-6,28,107,4,103

# A section from the list above:
SMILES,GPR7 antagonist,V1aR counter,OXTR ag,PHOSPHO1 block,GalR3 antag,NALP1 inh,MEKK2 WT-MEK5,MEKK2mut PB1 HTS,MEKK3 PB1 HTS
COc1ccc(CC(=O)N2CC(C)CC(C)C2)cc1OC (configuration not stated),3,2.8,1.5,10,-4,-8,104,2,102
O=C1CC(C(=O)Nc2ncccn2)C(c2ccccc2)O1 (configuration not stated),-3,0.6,1.6,-7,1,33,109,4,111
CC(=O)c1cccc(NC(=O)N2C3CCC2CC(NC(=O)Nc2ccccc2)C3)c1 (configuration not stated),-3,-0.1,-1.2,13,-3,-26,90,-7,91
CC(C)NS(=O)(=O)c1ccc(OCC(=O)NCCC2=CCCCC2)cc1,-4,0.1,-1.5,2,-7,7,98,-3,98
CCS(=O)(=O)N1CCC(NC(C)=O)(c2ccccc2)CC1,-9,-0.2,-0.4,4,-1,21,99,-1,102
CNC(=S)NC1(C)CCS(=O)(=O)C1 (configuration not stated),-12,0.2,-1.0,36,-5,·,100,1,103
CCOc1ccc(Br)cc1C(=S)N1CCCC1,-12,-0.1,-2.9,8,-7,20,110,5,106
Cc1cccc(-n2ncc3c2CCCC3NC(=O)C2CCOCC2)c1C (configuration not stated),-5,7.0,3.5,32,-1,2,105,7,104
Cc1nnc(-c2cnn(C)c2N)n1Cc1ccccc1,-12,1.6,0.3,17,-2,6,109,5,105
Cc1c(Br)c([N+](=O)[O-])nn1CC(=O)Nc1sc2c(c1C(=O)OC(C)C)CCCC2,9,-0.7,0.3,18,-2,23,95,0,97

# Source: PubChem BioAssay (several laboratories)
